Screens (PubChem)
APJ ag = APJ receptor agonism. P35414. AID 2520. activation, % at 20 µM. CHO-K1 APJ PathHunter beta-arrestin, luminescence; 0% DMSO wells, 100% apelin. hit rate 0.11% among 330,000;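 active = activation more than six SD over the plate average, tested at 20 µM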;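 also: 0% = DMSO alone and 100% = apelin-13 at 10 nM; some results filed as inactive read as strong as hits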
Target sequence (P35414 whole entry, looked up): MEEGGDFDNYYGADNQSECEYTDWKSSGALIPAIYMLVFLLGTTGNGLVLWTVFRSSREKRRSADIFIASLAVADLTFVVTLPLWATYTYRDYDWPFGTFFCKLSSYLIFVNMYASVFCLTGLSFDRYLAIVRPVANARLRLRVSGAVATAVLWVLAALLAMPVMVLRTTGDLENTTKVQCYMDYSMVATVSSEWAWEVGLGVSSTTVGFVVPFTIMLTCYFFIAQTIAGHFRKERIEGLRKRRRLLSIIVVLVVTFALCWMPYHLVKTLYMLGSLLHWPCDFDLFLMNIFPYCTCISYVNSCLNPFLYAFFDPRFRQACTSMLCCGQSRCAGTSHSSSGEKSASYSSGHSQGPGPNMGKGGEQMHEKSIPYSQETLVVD
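Material: engineered CHO-K1 APJ arrestin reporter cells; amount: 1000 CHO-K1 reporter cells seeded per well; incubation: compound stimulation 90 min at 25 °C, detection 60 min; signal: luminescent beta-gal fragment complementation, chemiluminescent substrate; read-out basis: APJ agonist activity; controls: DMSO-only wells as negative, 10 nM Apelin-13 as positive control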
tim23-1 inh = inhibits growth of tim23-1 mutant yeast; AID 463212; inhibition, % at 20 µM; hit rate 1.3% among 330,000; S. cerevisiae tim23-1 growth, BacTiter-Glo luminescence, 24 h;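 active = growth inhibition of the mutant yeast at or above 50%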;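 also: temperature-sensitive mutant grown at 25 °C; plate controls were DMSO-treated mutant yeast for no effect and medium wells lacking yeast for full effect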
NLRP3 yeast inh = inhibitors of NALP3 inflammasome in yeast. AID 2825. inhibition, % at 10 µM. Yeast reconstituted NLRP3/ASC/caspase-1, beta-gal luminescence, 24 h. hit rate 0.39% among 330,000;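 active = inhibition of 50% or more; inactive = inhibition below 50%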;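 also: plate controls were induced DMSO wells for no effect and uninduced yeast grown without galactose for full effect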
UPR XBP1 act = activators of adaptive arm of unfolded protein response (XBP1); CHO-XBP1 luciferase reporter, IRE1-XBP1 UPR activation, luminescence; percent of tunicamycin response, DMSO as zero; activation, % at 20 µM; hit rate 0.33% among 330,000; AID 463104;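 active = versus positive control, 20 µM dose yields 30% or more activation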;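 also: 100% = tunicamycin at 10 µg/mL and 0% = DMSO only wells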
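Material: CHO-XBP1 cells stably carrying IRE1-XBP1-driven luciferase reporter / Amount: 1000 cells per well / Compound: 20 µM, 1% DMSO / Times: 6 h treatment, 37 °C / Detection: luciferase luminescence / Measure: % activation of reporter signal versus tunicamycin and DMSO controls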
GRIN3A LBD mod = modulates the human NR3A ligand-binding domain; NR3A LBD differential scanning fluorimetry, Tm shift; 0% = protein alone, 100% = glycine-bound protein; Tm shift relative to glycine control, % at 25 µM; hit rate 2.5% among 340,000;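 active = melting temperature shift of at least 10% of the positive control shift, at one fixed dose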
tim10-1 inh = tim10-1 yeast growth inhibition; S. cerevisiae tim10-1 ts strain growth, BacTiter-Glo, 24 h; inhibition, % at 20 µM; hit rate 2.2% among 330,000;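 active = inhibition of at least 40%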;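 also: mutant grown at 25 °C; 0% = DMSO wells with yeast and 100% = wells holding no yeast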
TIM10 inh = TIM10 yeast growth inhibition. hit rate 1.4% among 330,000. AID 463195. S. cerevisiae TIM10 strain growth, BacTiter-Glo luminescence, 24 h. inhibition, % at 10 µM;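 active = inhibition of 40% or more at the single tested concentration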;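 also: wild-type TIM10 isogenic control strain grown at permissive 25 °C; 0% = DMSO yeast wells and 100% = minimal medium wells without yeast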
Mdm2 MdmX PPI = inhibitors of human Mdm2/MdmX interaction; inhibition, % at 8 µM; SaOS-2 split-luciferase Mdm2/MdmX complementation, luminescence; hit rate 3% among 330,000;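 active = inhibition of at least 50% at 8 µM in the primary screen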
CHOP UPR activ = apoptotic UPR (CHOP) activation | CHO-CHOP luciferase reporter, luminescence; percent of tunicamycin response over DMSO baseline | activation, % at 10 µM | hit rate 0.34% among 330,000 | AID 449763;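 active = at 10 µM dose, activation of 40% or more, normalized to positive control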;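 also: 100% = tunicamycin at 10 µg/mL and 0% = DMSO alone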
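Material: CHO-CHOP cells, stable luciferase reporter of PERK-eIF2a-CHOP signalling; quantity: 500 reporter cells seeded per well; buffer or medium: F12 medium containing 10% fetal bovine serum; compound: one dose, 10 µM in 0.5% DMSO; incubation: 6 h compound treatment, 37 °C; measured by: Steady-Glo luciferase luminescence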
* = called active by the depositor; & = joins results of further samples. The list is partial; rates above refer to the full screens.

Value order – APJ ag | tim23-1 inh | NLRP3 yeast inh | UPR XBP1 act | GRIN3A LBD mod | tim10-1 inh | TIM10 inh | Mdm2 MdmX PPI | CHOP UPR activ
COc1ccccc1-n1c(-c2ccc(C)cc2)nc2ccccc2c1=O
 : -3 | 39 | 5 | -3 | -5 | 21 | 16 | 7 | 2.7
O=[N+]([O-])c1ccc(NC2CCCC2)c2ccncc12
 : 4 | 3 | 25 | -2 | -1 | 21 | 23 | 44 | 2.0
O=C1CN=C(c2ccc(F)cc2)c2oc3ccccc3c2N1
 : -2 | 6 | 24 | -2 | -1 | -5 | 5 | 18 | 1.2
CCCCn1c(O)c(/C=N/NC(=O)c2ccncc2)c(=O)[nH]c1=S
 : -3 | -9 | 21 | -5 | -5 | -31 | -17 | 28 | -1.1
COC(=O)C1=C(c2cc3ccccc3o2)C[C@@H]2CC[C@H]1N2C(=O)NCc1ccc(F)cc1
 : -5 | 35 | 8 | -1 | -1 | 25 | 2 | 2 | 0.0
COC(=O)CSC1=NP(=S)(SCC(=O)OC)N2CCCC2=C1C#N (centres undefined)
 : -2 | 15 | 8 | -3 | -4 | 22 | 14 | 33 | -2.7
COC(=O)C1=C(c2c(C)noc2C)C[C@@H]2CC[C@H]1N2C(=O)NCCNC(C)=O
 : -3 | -5 | 2 | 2 | -1 | -19 | 3 | 1 | -1.9
COc1ccc(CNCCc2c[nH]c3ccccc23)c(OC)c1OC
 : -5 | 0 | 22 | 1 | -1 | 13 | -13 | 22 | 2.3
O=c1c2ccccc2nc(-c2ccc([N+](=O)[O-])cc2)n1-c1ccccc1
 : 1 | 24 | 10 | -1 | 0 | 37 | -11 | -4 | 5.6
CN1CC(C(=O)c2ccc(F)cc2)C(c2ccc(F)cc2)C1 (centres undefined)
 : -5 | 8 | -3 | 4 | -1 | 8 | 7 | 3 | -0.3
CC(C(N)=O)N1CC(c2ccc(Cl)cc2)CC1=O (centres undefined)
 : 6 | -6 | -5 | -5 | 0 | -20 | -8 | 15 | -1.1
CCN1C(=O)NC(=O)/C(=C\c2cn(CC(=O)N3CCCCC3)c3ccccc23)C1=O
 : 3 | 4 | 6 | -1 | 0 | 0 | 1 | -11 | 1.3
COC(=O)c1c2[n+](cc3cc(OC)c(OC)cc13)CCc1cc(OC)c(OC)cc1-2
 : 1 | -8 | 16 | -1 | -4 | 0 | -21 | 15 | -1.6
Cc1ccccc1-n1c(-c2ccco2)nc2ccccc2c1=O
 : -6 | 9 | 4 | 2 | 2 | 23 | 27 | -14 | -0.6
C[N+]1([O-])[C@@H]2CC(OC(=O)[C@H](CO)c3ccccc3)C[C@H]1[C@@H]1O[C@@H]12 (some centres undefined)
 : -1 | 10 | 16 | -3 | 1 | 1 | 5 | 18 | -0.6
CC(=O)c1ccc(OCC(=O)N2CCCC(N(C)Cc3ccccc3)C2)cc1 (centres undefined)
 : 0 | 10 | -1 | -3 | -1 | 17 | 5 | -6 | -0.3
CN(C)C1(CNC(=O)Nc2ccc(Cl)c(Cl)c2)CCCCC1
 : -2 | -2 | 21 | 5 | 4 | -4 | 4 | 14 | 0.9
O=P(Nc1ccccc1Cl)(c1ccccc1)c1nc2c(s1)CCCC2 (centres undefined)
 : -3 | 35 | -86 | 2 | -1 | 37 | 41* | 17 | 1.9
Cc1nn(Cc2ccccc2Cl)c(Cl)c1C(=O)OCC(=O)NC(=O)NC1CCCCC1
 : -2 | 14 | 19 | 0 | -1 | 18 | 21 | 11 | 0.9
Cc1[nH]c2ccccc2c1C(=O)C(=O)N1CCC2(CC1)OCCO2
 : 2 | 8 | 1 | 0 | 0 | 21 | -2 | -24 | 1.4
CCN(CC)CCCC(C)N=C(c1ccccc1)c1c(O)n(C)c(=O)n(C)c1=O (centres undefined)
 : 4 | 4 | 7 | -1 | -1 | -12 | -1 | 5 | 0.4
COC(=NC1CCCC1)C(O)c1c[nH]c2ccccc12 (centres undefined)
 : 1 | 7 | 8 | 0 | 1 | 7 | 4 | -9 | 0.1
COC(=O)C1CN(C#N)N(c2ccc(Cl)cc2)C12c1ccccc1-c1ccccc12 (centres undefined)
 : 2 | 40 | 10 | -7 | 3 | 58* | 37 | 95* | -10
CN1C(=O)C(O)N=C(c2ccccc2)c2ccccc21 (centres undefined)
 : 1 | 7 | 3 | -2 | -1 | 10 | 1 | 17 | 1.2
COc1ccn(C)c(=O)c1C#N
 : 2 | -11 | 2 | -1 | -5 | 2 | -1 | -5 | 2.6
COC(=O)C1=C(c2ccc(C(C)=O)cc2)C[C@@H]2CC[C@H]1N2C(=O)NC1CCCCC1
 : 1 | 4 | 25 | -3 | 0 | 2 | 7 | -22 | 0.4
COc1ccc(CC2C(=O)N(c3ccccc3)C(=O)N(c3ccccc3)C2=O)c(OC)c1
 : -1 | -9 | -1 | 1 | 0 | 20 | 4 | -27 | 1.9
COc1ccc(CCNCc2ccccn2)cc1OC
 : -1 | 7 | -2 | -1 | -4 | 3 | 0 | -11 | -0.5
CCOC(C(=O)OCCC[N+](C)(CC)CC)(c1ccccc1)c1ccccc1
 : -3 | 2 | -8 | -1 | 2 | -3 | 10 | -9 | -1.4
S=C1Nc2ccccc2Sc2ccccc21
 : -1 | 16 | 28 | -1 | -1 | 38 | 33 | 27 | -0.7

Some of these compounds in order of heavy-atom count, highest first.
Value order – APJ ag | tim23-1 inh | NLRP3 yeast inh | UPR XBP1 act | GRIN3A LBD mod | tim10-1 inh | TIM10 inh | Mdm2 MdmX PPI | CHOP UPR activ
O=c1c2ccccc2nc(-c2ccc([N+](=O)[O-])cc2)n1-c1ccccc1
 : 1 | 24 | 10 | -1 | 0 | 37 | -11 | -4 | 5.6
CC(C(N)=O)N1CC(c2ccc(Cl)cc2)CC1=O (centres undefined)
 : 6 | -6 | -5 | -5 | 0 | -20 | -8 | 15 | -1.1
S=C1Nc2ccccc2Sc2ccccc21
 : -1 | 16 | 28 | -1 | -1 | 38 | 33 | 27 | -0.7

Next part:
SMILES,APJ ag,tim23-1 inh,NLRP3 yeast inh,UPR XBP1 act,GRIN3A LBD mod,tim10-1 inh,TIM10 inh,Mdm2 MdmX PPI,CHOP UPR activ
CC(Cc1cnccn1)NCc1c(C(=O)N2CCCCCCC2)nc2ccc(Cl)cn12 (centres undefined),-1,6,12,8,-1,16,8,-14,2.1
C=C1C(=O)O[C@@H]2C[C@@H](C)[C@@H]3C=CC(=O)[C@@]3(C)[C@@H](O)[C@H]12,-9,11,21,-12,1,16,17,95*,-9.4
Cc1ccc(C(=O)O)cc1N=Nc1c(O)[nH]c(=O)[nH]c1=O,-5,1,17,1,3,1,-16,9,0.2
CN(C)C(=O)Oc1ccc2oc(=O)cc(-c3cc4ccccc4o3)c2c1,7,29,20,-3,-5,40,19,7,-1.6
Nc1ncc2[nH]cnc2n1,2,2,7,-7,3&2,1,11,11,-0.5
CC(NS(C)(=O)=O)c1nnc2n1-c1ccc(Br)cc1C(c1ccccc1Cl)=NC2 (centres undefined),3,15,11,2,-2,-10,2,-10,0.2
O=c1[nH]c(=O)n(C2CCCCC2)c(O)c1C1NCCc2ccccc21 (centres undefined),-6,2,-5,0,-13,9,-1,16,-0.5
COC(=O)C1=C(c2ccc(-c3ccccc3)c(F)c2)C[C@@H]2CC[C@H]1N2C(=O)NCc1ccco1,-2,28,9,0,0,15,4,19,-1.7
Clc1ccc(-c2nc3ccc(Cl)cn3c2CN2CCOCC2)cc1,-2,28,8,-5,2,20,-11,7,-2.2
Cc1cc(/C=C2\C(=O)NC(=O)N(c3cccc(F)c3)C2=O)c(C)n1-c1ccc(C(=O)O)c(Cl)c1,-3,16,11,-4,0,7,-4,5,2.5
CC(Cc1ccccc1)N1C(=O)c2ccccc2C1=O (centres undefined),-4,5,41,6,3,-57,-20,8,1.1
O=C(c1ccc2c(c1)OCO2)C1CCCN(Cc2ccccn2)C1 (centres undefined),-3,8,11,-1,-4,-8,-9,18,-0.7
O=c1c2ccccc2nc(CNCc2ccco2)n1-c1ccc(F)cc1,-3,15,9,0,2,36,-6,-10,2.3
COc1ccc(C)cc1NC1=NCCCS1,-3,-8,2,-1,0,-5,-6,-4,0.5
Fc1ccc(N2CCN(Cc3cc4c(cc3Br)OCO4)CC2)cc1,-2,29,17,-2,2,23,18,6,-0.2
O=C(Nc1ccc(F)cc1F)c1cccn(Cc2ccccc2)c1=O,-1,15,8,1,-3,16,8,-11,-0.4
S=C=Nc1ccccn1,-7,-5,20,3,-1,-10,-11,-8,-0.4
Cc1ccc(OP(=O)(Nc2cccc(C)c2)Oc2ccc(C)cc2)cc1,-3,27,8,-2,2,30,8,11,1.2
CN(C(=O)Oc1ccc(C(C)(C)C)cc1)c1ccccc1,0,10,21,-2,1,17,5,-9,3.5

Compounds shown so far with a furan ring, fused or not (six):
SMILES,APJ ag,tim23-1 inh,NLRP3 yeast inh,UPR XBP1 act,GRIN3A LBD mod,tim10-1 inh,TIM10 inh,Mdm2 MdmX PPI,CHOP UPR activ
O=C1CN=C(c2ccc(F)cc2)c2oc3ccccc3c2N1,-2,6,24,-2,-1,-5,5,18,1.2
COC(=O)C1=C(c2cc3ccccc3o2)C[C@@H]2CC[C@H]1N2C(=O)NCc1ccc(F)cc1,-5,35,8,-1,-1,25,2,2,0.0
Cc1ccccc1-n1c(-c2ccco2)nc2ccccc2c1=O,-6,9,4,2,2,23,27,-14,-0.6
CN(C)C(=O)Oc1ccc2oc(=O)cc(-c3cc4ccccc4o3)c2c1,7,29,20,-3,-5,40,19,7,-1.6
COC(=O)C1=C(c2ccc(-c3ccccc3)c(F)c2)C[C@@H]2CC[C@H]1N2C(=O)NCc1ccco1,-2,28,9,0,0,15,4,19,-1.7
O=c1c2ccccc2nc(CNCc2ccco2)n1-c1ccc(F)cc1,-3,15,9,0,2,36,-6,-10,2.3
